Screens: PubChem, several laboratories
Rac1 act GTP bind = human Rac1 activated mutant GTP binding change; GST-Rac1 activated beads, fluorescent GTP binding, flow cytometry; actives lie on both sides; 100% means binding = to untreated wells; percent activity (GTP binding), % at 10 µM; actives 0.11% (n = 190,000); AID 764;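 active means GTP binding at least 20 percentage points away from the 100% baseline, in either direction, so actives lie on both sides; inconclusive means Compound likely fluorescent itself, or too few beads counted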
Rab7 wt modul = dog Rab7 wildtype GTP binding, inhibitors and activators. AID 758. GTP binding activity (percent of control), % at 10 µM. actives 0.055% (n = 190,000). GST-Rab7 beads, fluorescent GTP binding, flow cytometry; actives lie on both sides; untreated = 100%, excess cold GTP = 0%;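 active means fluorescent GTP binding to Rab7 beads changed by at least 20 points from the 100% baseline, either direction, mostly lower; inconclusive means compound itself probably fluorescent, or too few beads counted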;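 further: median green fluorescence of bound Bodipy-FL-GTP per Rab7 bead population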
Cdc42 wt GTP = human Cdc42 wildtype GTP binding change, either direction; P60953; GST-Cdc42 beads, Bodipy-GTP binding, flow cytometry; actives lie on both sides; actives 0.2% (n = 190,000); percent activity (GTP binding), % at 10 µM;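 active means percent activity GTP binding at least 20 points away from the 100% baseline, either down as inhibitor or up as activator; inconclusive means compound flagged as likely green fluorescent from well-wide comparison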;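 further: median bead fluorescence of bound Bodipy-FL-GTP at 100 nM; 0% = excess unlabeled GTP control and 100% = no compound control; below 100% means less GTP binding so inhibitor and above means activator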
Target sequence (P60953 whole entry, looked up): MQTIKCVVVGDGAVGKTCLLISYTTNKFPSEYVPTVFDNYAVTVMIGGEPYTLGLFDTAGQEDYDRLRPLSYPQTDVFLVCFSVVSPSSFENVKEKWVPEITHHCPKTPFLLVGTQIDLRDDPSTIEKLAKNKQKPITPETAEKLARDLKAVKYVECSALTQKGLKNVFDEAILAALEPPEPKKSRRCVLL
Rac1 wt modul = alters GTP binding to wildtype human Rac1 | actives 0.27% (n = 190,000) | GTP binding activity (% of control), % at 10 µM | GST-Rac1 beads, fluorescent GTP binding, flow cytometry; actives lie on both sides; 0 = cold GTP competed, 100 = untreated;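 active means GTP binding activity at least 20 points away from the 100% control level, either lower or higher; inconclusive means compound flagged as likely green fluorescent, judged across all proteins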
HRas wt GTP = changes GTP binding to wildtype human HRas; P01112; GST-Ras wt beads, Bodipy-FL-GTP binding, flow cytometry; actives lie on both sides; GTP binding activity, % at 10 µM; actives 0.14% (n = 190,000);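 active means GTP binding activity at least 20% away from the 100% baseline, either lowered as inhibitor or raised as activator; inconclusive means flagged as likely green fluorescent, judged across all proteins in the well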;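 further: 0% = unlabeled GTP competition control and 100% = no-compound control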
Target sequence (P01112 whole entry, looked up): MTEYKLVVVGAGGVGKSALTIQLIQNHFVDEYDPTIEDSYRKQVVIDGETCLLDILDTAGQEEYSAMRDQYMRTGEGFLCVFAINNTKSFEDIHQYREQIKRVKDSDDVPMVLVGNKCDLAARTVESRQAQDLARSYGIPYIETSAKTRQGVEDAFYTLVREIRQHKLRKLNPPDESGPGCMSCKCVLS
GSH fluor = GSH bead compound fluorescence profile | GSH beads flow cytometry, compound fluorescence 488/530 nm; stronger effect = higher value | fluorescence (KMESF) at 10 µM | actives 0.25% (n = 190,000) | AID 1776; in the data active means fluorescence above about 89;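 further: glutathione beads carrying GST-tagged Bcl family fusion proteins plus one bare bead set; values are compound well signal with DMSO vehicle wells as background; inactives centre near 16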
Rab2A wt mod = changes GTP binding to wildtype dog Rab2A, up or down; AID 760; GST-Rab2 wt beads, Bodipy-GTP binding, flow cytometry; P61105; GTP binding activity, % at 10 µM; actives 0.19% (n = 190,000);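 active means GTP binding activity at least 20 points away from 100%, either lowered or raised; inconclusive means signal likely due to the compound's own green fluorescence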;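 further: 0% = beads with excess unlabeled GTP and 100% = no-compound control corrected for plate trend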
Mcl1 Bid PPI = disrupts binding of human Mcl-1 to Bid peptide. Q07820. TR-FRET Mcl-1/Bid-Dy647 peptide binding, 1536-well. inhibition, % at 21.7 µM. actives 0.97% (n = 220,000);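 active means compounds that cut the binding signal by more than half at the single screening dose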;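 further: His-tagged Mcl-1 with europium anti-His antibody binding Bid BH3 peptide; 0% = Mcl-1 plus peptide wells and 100% = peptide-only wells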
Target sequence (Q07820 whole entry, looked up): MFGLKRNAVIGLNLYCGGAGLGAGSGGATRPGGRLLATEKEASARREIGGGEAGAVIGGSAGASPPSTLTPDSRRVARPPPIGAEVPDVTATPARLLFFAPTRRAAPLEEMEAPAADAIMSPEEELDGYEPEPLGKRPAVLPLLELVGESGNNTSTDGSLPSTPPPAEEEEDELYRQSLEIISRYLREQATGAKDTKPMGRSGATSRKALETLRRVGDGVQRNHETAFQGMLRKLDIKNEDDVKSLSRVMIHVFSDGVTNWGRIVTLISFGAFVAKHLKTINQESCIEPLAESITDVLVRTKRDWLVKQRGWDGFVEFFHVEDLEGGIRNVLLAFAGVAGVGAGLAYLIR
Mcl1 Noxa PPI = disrupts binding of human Mcl-1 to Noxa peptide; TR-FRET Mcl-1/Noxa peptide binding, 2 h; actives 1.5% (n = 220,000); inhibition, % at 21.7 µM; AID 1022; Q07820;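 active means compounds that cut the protein-peptide binding signal by more than 50% relative to plate controls in a single-dose test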;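 further: His-tagged Mcl-1 with rhodamine Noxa BH3 peptide and terbium anti-His antibody; 0% = Mcl-1 plus Noxa peptide wells and 100% = peptide-only wells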
Pf gametocyte = inhibitors of late stage P. falciparum gametocyte viability. P. falciparum stage V gametocytes, ATP luminescence, 24 h. actives 0.065% (n = 150,000). inhibition, % at 10.9 µM;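 active means inhibition above the mean plus 3 SD of compounds within the control limits, set per campaign, cut at about 38% in these data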;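 further: 0% = DMSO wells and 100% = medium only without gametocytes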
Avidin fluor = avidin bead compound fluorescence profile; Avidin beads, compound fluorescence 488/530 nm, flow cytometry; stronger effect = higher value; fluorescence (KMESF) at 10 µM; actives 0.38% (n = 220,000); AID 1775; in the data active means fluorescence above about 47; further: inactives centre near 10
* = called active by the depositor; ? = inconclusive; · = no result given.

[1] CCN1/C(=C/C=C/c2oc3ccc(-c4ccccc4)cc3[n+]2CC)Oc2ccc(-c3ccccc3)cc21
[2] CCOC(=O)C1(CCc2ccccc2)CCN(C(=O)CCn2cnnn2)CC1
[3] CC(=O)Nc1cccc(-c2nc3ccc(NC(C)=O)cc3s2)c1
[4] Cc1ccc(OCCn2cc(/C=N/NC(=O)c3ccncc3)c3ccccc32)cc1
[5] O=C(CN1CCC(n2nnc3cc(F)ccc32)CC1)NCCc1nc2ccccc2[nH]1

Compound	1	2	3	4	5
Rac1 act GTP bind	?	98	96	97	95
Rab7 wt modul	?	94	100	101	96
Cdc42 wt GTP	?	100	94	96	97
Rac1 wt modul	?	98	98	104	97
HRas wt GTP	?	98	95	96	96
GSH fluor	640*	11	21	6	34
Rab2A wt mod	·	96	94	95	91
Mcl1 Bid PPI	9	-27	-3	-30	-23
Mcl1 Noxa PPI	-434	6	9	26	-16
Pf gametocyte	0	·	8	-5	·
Avidin fluor	994*	5	14	2	7

[6] CCOc1ccc(N=C2NC(=O)/C(=C/C(=O)OC)S2)cc1
[7] Cc1ccc(S(=O)(=O)N(C)c2cc(S(=O)(=O)Nc3ccncc3)c(C)cc2C)cc1
[8] CCCCCCCCNc1ncnc2ccccc12
[9] Nc1cc(N)cc(-c2nc3ccccc3[nH]2)c1
[10] CC1CCCCC1n1c(-c2cccnc2)n[nH]c1=S (stereo not given)

Compound	6	7	8	9	10
Rac1 act GTP bind	99	100	97	100	97
Rab7 wt modul	101	101	96	95	104
Cdc42 wt GTP	102	98	99	103	97
Rac1 wt modul	101	104	99	102	101
HRas wt GTP	99	101	99	101	100
GSH fluor	11	7	10	14	11
Rab2A wt mod	97	100	99	100	99
Mcl1 Bid PPI	-10	-15	8	-45	-31
Mcl1 Noxa PPI	-1	0	24	12	10
Pf gametocyte	·	14	·	·	-14
Avidin fluor	7	13	16	11	10

[11] COc1ccc(O)c(C(=O)c2cc(C#N)c(=O)n(CC3CCCO3)c2)c1 (stereo not given)
[12] O=C(O)c1nccnc1C(=O)N1CCN(c2ccccc2)CC1
[13] CCOC(=O)C1CCCN(C(=O)Cn2cccc2C(=O)c2ccccc2)C1 (stereo not given)
[14] COc1cc(NS(=O)(=O)c2ccc3c(c2)oc(=O)n3C)cc(OC)c1OC
[15] Cc1oc2c(c1C(=O)NCc1ccccc1)CCCC2

Compound	11	12	13	14	15
Rac1 act GTP bind	103	102	103	102	98
Rab7 wt modul	104	101	105	99	103
Cdc42 wt GTP	105	102	103	102	98
Rac1 wt modul	105	105	107	103	101
HRas wt GTP	106	102	102	102	102
GSH fluor	20	4	15	14	14
Rab2A wt mod	107	99	101	101	101
Mcl1 Bid PPI	-37	-50	1	-42	-48
Mcl1 Noxa PPI	-3	15	18	1	-7
Pf gametocyte	·	-20	·	·	·
Avidin fluor	8	4	8	6	17

[16] Clc1ccc2nc(C3CCN(Cc4ccccc4)CC3)[nH]c2c1
[17] NC(N)=Nc1nc(-c2ccccc2)c2cc(F)ccc2n1
[18] COc1ccc(CNC(=O)c2ccc3c(=O)n(CCCN4CCCC4=O)c(=S)[nH]c3c2)cc1
[19] O=C(/C=C/c1ccco1)N1CCN(C/C=C/c2ccccc2)CC1
[20] O=C(Cn1cc(C(F)(F)F)ccc1=O)NCCc1ccc(Cl)cc1Cl

Compound	16	17	18	19	20
Rac1 act GTP bind	101	103	95	99	101
Rab7 wt modul	100	102	99	98	99
Cdc42 wt GTP	100	100	99	105	99
Rac1 wt modul	102	104	112	102	105
HRas wt GTP	99	101	102	99	101
GSH fluor	10	25	18	12	12
Rab2A wt mod	102	104	102	97	100
Mcl1 Bid PPI	-6	-5	-10	-15	8
Mcl1 Noxa PPI	3	14	14	25	20
Pf gametocyte	·	-3	-7	·	2
Avidin fluor	9	10	10	9	8

Shown as a hit in GSH fluor, of those listed so far:
item | mol | Rac1 act GTP bind | Rab7 wt modul | Cdc42 wt GTP | Rac1 wt modul | HRas wt GTP | GSH fluor | Rab2A wt mod | Mcl1 Bid PPI | Mcl1 Noxa PPI | Avidin fluor
1 | CCN1/C(=C/C=C/c2oc3ccc(-c4ccccc4)cc3[n+]2CC)Oc2ccc(-c3ccccc3)cc21 | ? | ? | ? | ? | ? | 640* | · | 9 | -434 | 994*

The list goes on.
[21] CCN(CC)S(=O)(=O)c1cccc(N=NC2=C(O)CCCC2=O)c1
[22] CCCCN(CCCC)Cc1ccc(N)cc1
[23] COc1ccc(N(CC(=O)Nc2cc(OC)ccc2OC)S(=O)(=O)c2c(C)nn(C)c2C)cc1
[24] Cc1cc(Sc2nc(N(C)C)nc(N(C)C)n2)nc(Cl)n1
[25] CC(C)Oc1cccc(C(=O)C2CCCN(C(=O)c3ccoc3)C2)c1 (stereo not given)

Compound	21	22	23	24	25
Rac1 act GTP bind	98	97	99	94	98
Rab7 wt modul	95	96	97	98	99
Cdc42 wt GTP	99	100	104	96	101
Rac1 wt modul	101	97	103	96	99
HRas wt GTP	97	97	100	98	101
GSH fluor	8	36	14	12	10
Rab2A wt mod	96	98	100	96	100
Mcl1 Bid PPI	-21	-15	-8	-20	-3
Mcl1 Noxa PPI	34	8	-1	0	-8
Pf gametocyte	16	·	·	3	2
Avidin fluor	13	7	6	8	10

[26] Cc1ccc2c(c1)/C(=N/O)CCS2
[27] CCN(CC)S(=O)(=O)c1cccc(C(=O)NN2Cc3ccccc3C2=N)c1
[28] O=C(Nc1ncc(C(F)(F)F)cc1Cl)C1COc2ccccc2O1 (stereo not given)
[29] O=C(c1ccccc1)c1ccc(C(=O)N2CCN(c3ccc(F)cc3)CC2)o1
[30] CCCc1cc(=O)[nH]c(SCC(=O)NC)n1

Compound	26	27	28	29	30
Rac1 act GTP bind	98	95	97	100	100
Rab7 wt modul	98	98	101	99	102
Cdc42 wt GTP	99	101	96	102	98
Rac1 wt modul	102	100	100	106	100
HRas wt GTP	99	98	98	100	99
GSH fluor	45	13	37	15	7
Rab2A wt mod	98	96	97	99	101
Mcl1 Bid PPI	-43	24	16	-11	-24
Mcl1 Noxa PPI	21	8	18	8	-33
Pf gametocyte	·	-13	8	·	7
Avidin fluor	10	13	9	20	16

[31] CN(C)c1ccc(-c2nnn(CC(=O)Nc3ccc4c(c3)OCCO4)n2)cc1
[32] Cn1c(SCCN2CCCCC2)nnc1-c1ccccc1Br
[33] CC1(C)CC2(CCO1)OC(=O)CC2C(=O)NCCc1ccccc1 (stereo not given)
[34] Cc1nc2ccc(N)cc2s1
[35] O=[N+]([O-])c1ccc(S(=O)(=O)CC2CSc3nc4ccccc4n32)cc1 (stereo not given)

Compound	31	32	33	34	35
Rac1 act GTP bind	98	98	97	99	101
Rab7 wt modul	94	99	101	101	99
Cdc42 wt GTP	100	99	100	101	100
Rac1 wt modul	99	101	100	106	105
HRas wt GTP	97	97	102	101	103
GSH fluor	13	28	4	24	12
Rab2A wt mod	98	98	102	99	102
Mcl1 Bid PPI	-20	44	-23	-11	-9
Mcl1 Noxa PPI	5	18	0	2	3
Pf gametocyte	-6	·	·	·	-11
Avidin fluor	11	6	16	11	14

Of the compounds above, 2 have two or more sulfur atoms.
[7] Cc1ccc(S(=O)(=O)N(C)c2cc(S(=O)(=O)Nc3ccncc3)c(C)cc2C)cc1
[35] O=[N+]([O-])c1ccc(S(=O)(=O)CC2CSc3nc4ccccc4n32)cc1 (stereo not given)

Compound	7	35
Rac1 act GTP bind	100	101
Rab7 wt modul	101	99
Cdc42 wt GTP	98	100
Rac1 wt modul	104	105
HRas wt GTP	101	103
GSH fluor	7	12
Rab2A wt mod	100	102
Mcl1 Bid PPI	-15	-9
Mcl1 Noxa PPI	0	3
Pf gametocyte	14	-11
Avidin fluor	13	14

(cont.)
[36] CCOc1cccc2sc(NN)nc12
[37] CC(C)N1CCC(N2CCN(Cc3cccc4nonc34)CC2CCO)CC1 (stereo not given)
[38] O=C(NC1CCCC1)C(c1ccsc1)N(Cc1ccco1)C(=O)Cc1cccs1 (stereo not given)
[39] Cc1ccccc1Nc1nc(N)nc(CSc2nnc3ccccn23)n1
[40] O=C(NC1CCN(Cc2ccccc2)CC1)c1cc(Br)c(Br)[nH]1

Compound	36	37	38	39	40
Rac1 act GTP bind	93	98	102	95	95
Rab7 wt modul	99	104	102	103	98
Cdc42 wt GTP	94	97	105	94	96
Rac1 wt modul	99	104	102	99	94
HRas wt GTP	96	101	104	97	98
GSH fluor	10	14	19	15	11
Rab2A wt mod	96	99	105	98	95
Mcl1 Bid PPI	-25	-24	-16	-30	-19
Mcl1 Noxa PPI	5	2	-10	1	17
Pf gametocyte	1	6	-6	-2	-19
Avidin fluor	5	10	7	9	3

[41] COc1ccc(N2CCN(C(=O)C3CCCO3)CC2)cc1 (stereo not given)
[42] Cc1cc(O)ccc1C1(c2ccc(O)cc2C)OC(=O)c2ccccc21
[43] C=CC[N+]1(CC#Cc2ccccc2)CCCC1
[44] CCn1c(SCC(=O)c2ccc(F)cc2)nnc1-c1ccoc1C
[45] COCCCNC(=S)N1CCN(c2nc3ccccc3s2)CC1

Compound	41	42	43	44	45
Rac1 act GTP bind	95	101	97	96	93
Rab7 wt modul	99	98	97	94	92
Cdc42 wt GTP	96	100	99	98	94
Rac1 wt modul	94	103	98	95	95
HRas wt GTP	97	100	96	93	92
GSH fluor	19	15	26	21	25
Rab2A wt mod	96	97	97	94	93
Mcl1 Bid PPI	-57	-14	-8	4	-39
Mcl1 Noxa PPI	3	15	21	3	11
Pf gametocyte	·	-27	-9	·	-5
Avidin fluor	9	20	10	16	5

[46] CCN(C(=O)CSc1nc2ccccc2c(=O)n1-c1cccc(C)c1)C1CCS(=O)(=O)C1 (stereo not given)
[47] Cc1ccc(NC(=O)c2ccccc2-c2cc(C)no2)cc1
[48] O=C(Nc1ccon1)c1cc2c(s1)CCCCCC2
[49] O=C(C1=C[C@@H](C2CCCCC2)C[C@@H](OCc2ccc(CO)cc2)O1)N1CCN(Cc2ccccc2)CC1

Compound	46	47	48	49
Rac1 act GTP bind	95	95	99	97
Rab7 wt modul	96	97	98	97
Cdc42 wt GTP	93	101	101	97
Rac1 wt modul	100	98	102	99
HRas wt GTP	95	99	101	97
GSH fluor	11	14	37	17
Rab2A wt mod	93	99	99	97
Mcl1 Bid PPI	-8	-18	5	-1
Mcl1 Noxa PPI	9	-1	-1	-23
Pf gametocyte	11	-7	·	-86
Avidin fluor	11	11	4	5
